# Screening results from PubChem BioAssay.
# NS5 inhibitors – Dengue-2 NS5 methyltransferase inhibitors, primary screen, biochemical, confirmation dose response (AID 588689); Dengue-2 NS5 methyltransferase capping enzyme assay, biochemical; higher % means a stronger effect; inhibition, % at 25 µM, or IC50 in µM where a hit was titrated; 0.3% of 340,000 active; in the data active means a potency from the dose series
# NTR1 ag – NTR1-driven beta-arrestin-GFP spot formation – imaging, U2OS cells, high content, primary screen (AID 493036); P30989; agonist mode; activation, % at 20 µM; 0.17% of 330,000 active;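 active means activation at or above 40% of the spot to cytoplasm intensity ratio, with at least 20 cells analyzed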;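 further: 0% = DMSO without peptide and 100% = 100 nM NTR1 peptide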
# Target sequence (P30989 whole entry, looked up): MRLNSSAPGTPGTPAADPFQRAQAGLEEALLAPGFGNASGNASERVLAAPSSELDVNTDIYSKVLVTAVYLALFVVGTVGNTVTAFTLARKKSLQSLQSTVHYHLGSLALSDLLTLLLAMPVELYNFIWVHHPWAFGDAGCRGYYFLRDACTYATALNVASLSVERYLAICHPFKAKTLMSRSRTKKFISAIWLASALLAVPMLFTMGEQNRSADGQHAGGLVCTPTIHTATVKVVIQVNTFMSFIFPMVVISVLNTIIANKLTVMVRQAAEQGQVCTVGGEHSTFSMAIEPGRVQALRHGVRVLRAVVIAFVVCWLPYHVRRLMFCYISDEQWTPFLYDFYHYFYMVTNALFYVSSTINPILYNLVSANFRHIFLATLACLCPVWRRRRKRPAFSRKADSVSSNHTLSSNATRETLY
# UTI89 phage lysis – protection from phage-mediated lysis, alamar blue read-out – E. coli UTI89, K1F phage, bacterial capsule biogenesis inhibitors (AID 488966); E. coli UTI89 K1F phage lysis, alamar blue, 2 h; higher % means a stronger effect; one-dose inhibition, % at 100 µM; IC50 in µM for titrated hits; 0.02% of 340,000 active;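 active means phage lysis inhibition, versus mean bacterial control, above a set limit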;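 further: capsule biogenesis inhibitors block K1F phage lysis so surviving cells raise fluorescence; higher fluorescence means more inhibition of phage lysis; actives were called in the ten point dose series up to 300 µM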
# NTR1 ag cell count 20 µM – recorded beside NTR1 ag, whose call it bears; cell count; measured here: cell count, cytotoxicity flag
# NS5 inhibitors pilot replicate – also measured in NS5 inhibitors; calls as there; inhibition, %; measured here: pilot screen replicate inhibition
# The depositor's hits bear a star; [ ] = remark or other dose.
SMILES,NS5 inhibitors,NTR1 ag,NTR1 ag cell count 20 µM,UTI89 phage lysis,others
COc1ccc(NC(=O)CN(C)C(=O)c2c(C)nn(Cc3ccc(C)cc3)c2Cl)cc1,-3%,-1.4,52,0.1%[50 µM],
CCOc1ccc(C(=O)CCC(=O)Nc2ccncc2)cc1,3%,-2.1,96,0.3%[50 µM],
O=C(COC(=O)c1ccc2ccccc2c1O)NCc1ccccc1,-3%,-2.4,76,0.2%[50 µM],
CN(c1ccccc1)S(=O)(=O)c1cccc(NC(=O)CN2C(=O)NC3(CCCCC3)C2=O)c1,-6%,0.1,60,-0.6%,
CCOC(=O)c1sc2nc(C)nc(N3CCN(S(=O)(=O)c4ccccc4)CC3)c2c1C,-5%,9.8,60,12%,
Cn1c(N)c(C(=O)COC(=O)c2ccccc2C(=O)c2ccccc2)c(=O)n(C)c1=O,1%,0.4,55,0.3%[50 µM],
CCOc1ncccc1C(=O)Nc1ccc2c(c1)OCCO2,2%,-0.3,60,-3.3%,
C#CCOCCOCCOCCNc1nc(N2CCN(C(=O)C([C@@H](C)O)n3cc([C@@H](N)CCCCN)nn3)CC2)nc(N2CCN(C(=O)[C@H](CCCN=C(N)N)n3cc(C(N)[C@@H](C)CC)nn3)CC2)n1 (some centres not stated),-11%,-0.9,68,0.9%,
CC(Sc1nnc2n1CCCCC2)C(=O)Nc1cccc(S(=O)(=O)N2CCOCC2)c1 (configuration not stated),1%,1.3,52,1.0%[50 µM],
COc1ccccc1/C=C/C(=O)NNC(=O)c1cc(C)oc1C,3%,1.7,64,1.4%[50 µM],
COC(=O)c1cccc(Oc2nc3c(c(=O)n(C)c(=O)n3C)n2Cc2ccc(C)cc2)c1,-6%,9.8,63,-0.1%,
CC(=O)Oc1ccc(N(C(C)=O)S(=O)(=O)c2ccc(C)cc2)c2ccccc12,-9%,0.6,42,-0.8%,
CCOC(=O)N1CCN(C(=O)COC(=O)CNC(=O)c2ccc(Cl)cc2Cl)CC1,1%,-0.7,64,-0.5%,
O=C(CCCCC(=O)Nc1c(I)cc(I)c(C(=O)O)c1I)Nc1c(I)cc(I)c(C(=O)O)c1I,-4%,-1.2,58,3.4%,
O=S(=O)(NNc1ncc(C(F)(F)F)cc1Cl)c1ccc(F)cc1F,-1%,-0.6,58,0.0%[50 µM],
O=C(CCc1ccccc1)Nc1c(F)cccc1F,-5%,0.4,90,0.3%,
COc1ccc(C)cc1S(=O)(=O)N1CCC2(CC1)OCCN2S(=O)(=O)c1ccccc1,4%,4.6,43,-0.1%[50 µM],
CC1Cc2ccccc2N1S(=O)(=O)c1cccc(C(=O)NCc2ccccn2)c1 (configuration not stated),5%,-2.1,60,-0.1%[50 µM],
O=C(CCNS(=O)(=O)c1ccccc1F)N1CCN(Cc2ccccc2)CC1,-14%,-0.7,65,1.3%[50 µM],
O=S(=O)(c1ccccc1C(F)(F)F)N1CCN(c2ncnc3sccc23)CC1,-3%,2.7,57,-0.2%[50 µM],
CN(CC(=O)Nc1ccc(F)c(F)c1F)C(=O)C1COc2ccccc2O1 (configuration not stated),-11%,-0.5,50,0.7%[50 µM],
COCCN(CC(=O)Nc1cccc(C)c1C)C(=O)c1cc2ccccc2cc1OC,-4%,1.7,62,-0.3%[50 µM],
COc1cccc(CC(=O)OCC(=O)NCC(=O)Nc2cccc(C)c2C)c1,2%,1.9,56,1.2%[50 µM],
O=C(O[C@@H](C(=O)O)[C@@H](OC(=O)c1ccccc1)C(=O)O)c1ccccc1,0%,2.2,60,-1.0%,
CC(=O)c1c(C)[nH]c(C(=O)COC(=O)c2cc(C)oc2C)c1C,3%,-2.0,54,1.3%[50 µM],
COc1ccc(C(=O)NCCS(=O)(=O)N2CCc3ccccc3C2)c(OC)c1,1%,0.8,64,0.8%[50 µM],
COc1ccccc1OCC(=O)Nc1sc2c(c1C(N)=O)CCC2,5%,-0.3,61,0.4%[50 µM],
CCC/C(=C1/c2ccccc2C(=O)N1c1ccccc1)c1ccc(O[C@@H]2CCCCO2)cc1,-7%,2.7,60,-0.3%,
CC(OC(=O)c1cc(Br)ccc1O)C(=O)NC1(C#N)CCCCC1 (configuration not stated),-1%,2.9,72,1.0%[50 µM],
Cc1nnc(SCC(=O)N2CCCC2)n1-c1ccc(F)cc1,-2%,-0.7,56,1.0%,

# Entries above that have an aryl thioether with sulfur outside any ring:
SMILES,NS5 inhibitors,NTR1 ag,NTR1 ag cell count 20 µM,UTI89 phage lysis,others
CC(Sc1nnc2n1CCCCC2)C(=O)Nc1cccc(S(=O)(=O)N2CCOCC2)c1 (configuration not stated),1%,1.3,52,1.0%[50 µM],
Cc1nnc(SCC(=O)N2CCCC2)n1-c1ccc(F)cc1,-2%,-0.7,56,1.0%,

# The main list resumes, starting two compounds before the break.
SMILES,NS5 inhibitors,NTR1 ag,NTR1 ag cell count 20 µM,UTI89 phage lysis,others
CC(OC(=O)c1cc(Br)ccc1O)C(=O)NC1(C#N)CCCCC1 (configuration not stated),-1%,2.9,72,1.0%[50 µM],
Cc1nnc(SCC(=O)N2CCCC2)n1-c1ccc(F)cc1,-2%,-0.7,56,1.0%,
NC(=O)CSc1nnc(NC(=O)c2ccc(S(=O)(=O)N3CCCCC3)cc2)s1,2%,-1.1,55,0.7%[50 µM],
COc1ccc(NC(=O)Nc2ccc3c(c2)C(=O)N([C@@H](C)CO)C[C@@H](C)[C@@H](CN(C)S(=O)(=O)c2cccs2)O3)cc1,-60%,-1.3,52,-1.4%,
Cc1sc2ncnc(N3CCC(C(=O)Nc4ccc(Cl)c(Cl)c4)CC3)c2c1C,4%,11,73,0.2%[50 µM],
Cc1cc(SCC(=O)Nc2ccc3[nH]c(=O)[nH]c3c2)nc2ccccc12,9%,3.2,48,5.5%,
COc1ccc(CCNC(=O)c2cccc(S(=O)(=O)N3CCCC3)c2)cc1,5%,1.3,62,0.8%[50 µM],
CC(C)c1nc2c(s1)CCc1onc(-c3ccc(Cl)cc3)c1-2,-2%,0.5,89,0.7%,
CN(C)c1ccc(C(CNS(=O)(=O)c2ccc3ccccc3c2)N2CCOCC2)cc1 (configuration not stated),1%,0.6,64,1.8%[50 µM],
CCOc1ccc(NC(=O)CSc2nnc(Cc3ccccc3)c(=O)n2N)cc1,-6%,-0.1,53,0.4%[50 µM],
CCOc1ccc(S(=O)(=O)N2CN(c3cccc(C(C)=O)c3)c3nc4ccccc4nc32)cc1,3%,4.2,60,-2.5%,
Cc1cccc(OCc2nnc(SCC(=O)c3c(N)n(C4CC4)c(=O)[nH]c3=O)o2)c1,-5%,2.4,56,0.1%[50 µM],
Cc1cccc(Oc2ccccc2NS(=O)(=O)c2ccc(CCC(=O)O)cc2)c1,-2%,0.3,98,0.0%[50 µM],
COC(=O)C1=C(N)Oc2cc(C)n(Cc3ccncc3)c(=O)c2C1c1cccnc1 (configuration not stated),-5%,-1.0,33,-0.7%,
COC(=O)C/C=C/N(Cc1ccccc1OC)S(=O)(=O)CCl,-4%,-0.1,61,-0.1%,NS5 inhibitors pilot replicate=0.0
Cn1nnnc1Sc1ncnc2scc(-c3ccc(Cl)cc3)c12,-4%,3.1,75,0.1%,
N#Cc1ccsc1NC(=O)C1=COCCO1,-5%,2.0,65,0.5%[50 µM],
CCN(C(=O)COC(=O)C1CC1C)c1c(N)n(Cc2ccccc2)c(=O)[nH]c1=O (configuration not stated),2%,0.4,63,1.4%[50 µM],
O=C(CCc1nc2ccccc2c(=O)[nH]1)NNC(=O)COc1ccccc1Cl,-1%,-0.8,61,1.5%[50 µM],
Cc1ccc(NC(=O)COC(=O)COc2cccc3c2OC(C)(C)C3)c(C)c1,-11%,0.4,53,0.5%[50 µM],
CNc1ccc(C(=O)OCC(=O)NCc2ccc3c(c2)OCO3)cc1[N+](=O)[O-],2%,1.6,62,0.6%[50 µM],
Cc1ccccc1NC(=O)CSc1nnc2ccc(-c3ccccn3)nn12,-3%,-1.0,76,0.9%[50 µM],
CCOc1ccc(CCNC(=O)CSCC(=O)Nc2cccc(C)c2)cc1OCC,-4%,0.1,53,0.3%[50 µM],
C[C@@H]1CN([C@@H](C)CO)C(=O)Cc2cc(NS(=O)(=O)c3cn(C)cn3)ccc2O[C@@H]1CN(C)C(=O)Nc1ccccc1,-6%,-0.1,50,-1.0%,
C=C1CCN([C@@H](CC(C)C)C(=O)NCc2ccco2)S(=O)(=O)c2ccccc21,-6%,-2.2,78,1.1%,
Cc1ccc2nc(SCC(=O)Nc3ccc4c(c3)OCCO4)nc(=O)n2c1,5%,-1.1,71,1.6%[50 µM],
O=C(Cn1cnc2ccccc2c1=O)NC1CCS(=O)(=O)C1 (configuration not stated),-2%,0.1,60,0.4%[50 µM],
Nc1nnc(SCC(=O)NNC(=O)c2ccccc2)s1,4%,-0.8,61,0.9%[50 µM],
CCOc1ccccc1NC(C)C(=O)NC(=O)NC1CCCCC1 (configuration not stated),-6%,7.5,49,0.4%[50 µM],
O=C(Nc1cc(Cl)ccc1-n1cncn1)c1cccs1,2%,-0.5,56,0.8%[50 µM],
Cn1cccc1C(=O)OCC(=O)Nc1ccc2c(c1)OCCO2,-2%,3.1,79,-2.6%,
O=C(O)C1CC(O)CN1S(=O)(=O)c1ccc2ccccc2c1 (configuration not stated),-11%,-0.8,50,0.8%[50 µM],
Cc1ccc(CNC(=O)CNC(=O)c2ccc(C(C)(C)C)cc2)n1C,-4%,2.7,52,0.1%[50 µM],
O=C(NCC(c1cccs1)N1CCOCC1)C1CCN(S(=O)(=O)c2c(Cl)cccc2Cl)CC1 (configuration not stated),-2%,2.2,43,0.3%[50 µM],
COc1ccc(NC(=O)CN(C)C(=O)c2ccccc2CCc2ccccc2)cc1,-9%,-1.3,35,-1.7%[50 µM],
Cc1ccc(NC(=O)CN(C)C(=O)c2cccc(S(=O)(=O)NCc3cccs3)c2)cc1,-7%,-0.7,53,0.4%[50 µM],
Cc1cc(C)c(NC(=O)CNC(=O)Cc2sc(C)nc2-c2ccc(F)cc2)c(C)c1,7%,0.6,68,-0.5%[50 µM],
CS(=O)(=O)c1ccc(C(=O)NCC2(N3CCOCC3)CCCCC2)cc1,-2%,-0.4,65,2.3%,
O=C(CN1c2cccc3cccc(c23)S1(=O)=O)Nc1ccc(F)c(F)c1F,-4%,3.5,46,6.0%,
CSCCC(NC(=O)COc1ccccc1)C(=O)N1CCN(c2ccccc2)CC1 (configuration not stated),-4%,-0.2,66,0.2%[50 µM],
CCCCn1c(N)c(N(CC)C(=O)c2ccco2)c(=O)[nH]c1=O,-1%,-2.5,58,0.7%[50 µM],
O=C(C[C@H]1C/C=C\CC[C@@H](Cc2ccc(F)cc2)C(=O)OC[C@H]2CCCN2C1=O)N[C@@H](CO)Cc1ccccc1,2%,-0.8,47,-1.8%,
CC1CCCCC12NC(=O)N(CC(=O)Nc1ccc(OC(F)F)cc1)C2=O (configuration not stated),5%,3.1,70,0.0%[50 µM],
O=C(Cn1cc(C(F)(F)F)ccc1=O)NCC1CCCO1 (configuration not stated),-6%,1.9,58,-0.1%[50 µM],
CC1CCC2(CC1)NC(=O)N(NC(=O)C1CCN(C(=O)c3ccc(Cl)cc3)CC1)C2=O (configuration not stated),-7%,0.5,59,1.2%[50 µM],
Cc1csc(NC(=O)CSc2nc(=O)n(CCCN(C)C)c3c2CCC3)n1,-2%,0.5,68,0.8%[50 µM],
O=C(C1CCC1)N1CCN(S(=O)(=O)c2cc(F)ccc2F)CC1,1%,-0.3,54,0.8%[50 µM],
CC(C)c1cccc(C(C)C)c1NC(=O)CN1C(=O)NC2(CCCCCCC2)C1=O,-5%,0.2,53,0.3%[50 µM],
COc1ccc(CCN(C)C(=O)COC(=O)/C=C/c2ccc(C)o2)cc1OC,-5%,1.1,52,0.4%[50 µM],
Cc1cc(C)cc(N(CCC#N)C(=O)COC(=O)C2CCN(S(=O)(=O)c3ccc(C)c(C)c3)CC2)c1,0%,0.3,65,0.2%[50 µM],
O=C(Nc1ccc2c(c1)OCO2)c1ccc2c(c1)S(=O)(=O)c1ccccc1C2=O,2%,-0.7,93,0.0%,
CC1(c2nnc(-c3cccc(Cl)c3)o2)CC(c2cccc(Cl)c2)=NO1 (configuration not stated),-5%,1.4,67,1.1%,
CN(CC(=O)Nc1ccc(F)c(F)c1F)C(=O)C1CSC2(C)CCC(=O)N12 (configuration not stated),5%,-1.4,42,0.5%[50 µM],

# Part of the list above in order of heavy-atom count, low to high:
SMILES,NS5 inhibitors,NTR1 ag,NTR1 ag cell count 20 µM,UTI89 phage lysis,others
Cn1nnnc1Sc1ncnc2scc(-c3ccc(Cl)cc3)c12,-4%,3.1,75,0.1%,
C=C1CCN([C@@H](CC(C)C)C(=O)NCc2ccco2)S(=O)(=O)c2ccccc21,-6%,-2.2,78,1.1%,
Cc1cccc(OCc2nnc(SCC(=O)c3c(N)n(C4CC4)c(=O)[nH]c3=O)o2)c1,-5%,2.4,56,0.1%[50 µM],
CN(C)c1ccc(C(CNS(=O)(=O)c2ccc3ccccc3c2)N2CCOCC2)cc1 (configuration not stated),1%,0.6,64,1.8%[50 µM],
O=C(C[C@H]1C/C=C\CC[C@@H](Cc2ccc(F)cc2)C(=O)OC[C@H]2CCCN2C1=O)N[C@@H](CO)Cc1ccccc1,2%,-0.8,47,-1.8%,

# Some of the compounds tested. The share of hits here may be higher or lower than overall.
